Assay outcomes from PubChem BioAssay.
PfG6PD inh: PfG6PD enzyme inhibitors, primary screen, biochemical, fluorescence intensity, uHTS | glucose-6-phosphate dehydrogenase-6-phosphogluconolactonase (Plasmodium falciparum 3D7) | PfGluPho enzyme, NADPH resazurin-diaphorase fluorescence | inhibition, % at 20 µM | 350,000 tested, 0.78% active | AID 504690, 2011;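 active means inhibition reaching at least a set limit at 20 µM in the primary screen, cut at about 59% in these data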;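 further: 0% = DMSO wells with substrate and 100% = DMSO wells lacking glucose-6-phosphate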
MPTP inh: mitochondrial permeability transition pore inhibitors, primary screen, biochemical, isolated mouse mitochondria, absorbance; Ca2+ swelling absorbance, 30 min; inhibition, % at 10 µM; 360,000 tested, 1.4% active; AID 602449, 2012;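 active means inhibition of 50% or more, scaled per plate between neutral and stimulator controls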;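 further: 0% = DMSO wells given calcium and 100% = 1 mM EGTA wells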
SENP7 block: SENP7 protease inhibitors, primary screen, biochemical, luminescence, uHTS; inhibition, % at 5 µM; recombinant SENP7, Z-RLRGG-aminoluciferin luminescence, 40 min; AID 434973, 2010; 330,000 tested, 1.5% active;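 active means inhibition above about 50% at the single test dose, limit read from the data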;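 further: plate controls were DMSO with enzyme for no effect and no enzyme buffer wells for full effect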
SENP6 inh: SENP6 protease inhibitors, primary screen, biochemical, luminescence, uHTS | Recombinant SENP6 catalytic domain, aminoluciferin luminescence | inhibition, % at 10 µM | 330,000 tested, 1.8% active;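 active means inhibition above about 50% at the single tested dose, limit read from the data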;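 further: plate controls were DMSO wells with enzyme for no effect and DMSO wells lacking enzyme for full effect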
Target sequence (Q9GZR1 628-1112 limits assumed): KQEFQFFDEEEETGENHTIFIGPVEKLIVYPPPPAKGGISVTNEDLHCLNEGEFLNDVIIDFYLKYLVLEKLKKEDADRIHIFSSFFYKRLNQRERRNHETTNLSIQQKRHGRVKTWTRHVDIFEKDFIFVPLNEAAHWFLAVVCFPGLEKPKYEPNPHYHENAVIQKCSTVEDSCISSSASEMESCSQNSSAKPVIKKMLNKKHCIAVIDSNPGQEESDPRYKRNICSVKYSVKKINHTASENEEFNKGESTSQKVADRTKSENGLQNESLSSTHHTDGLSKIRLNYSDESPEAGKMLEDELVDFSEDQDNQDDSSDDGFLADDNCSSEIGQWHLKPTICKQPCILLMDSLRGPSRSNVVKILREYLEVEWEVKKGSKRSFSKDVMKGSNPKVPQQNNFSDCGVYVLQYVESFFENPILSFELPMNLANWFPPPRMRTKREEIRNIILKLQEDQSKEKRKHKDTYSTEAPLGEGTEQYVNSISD
HKDC1 inh: HKDC1 hexokinase inhibitors, primary screen, biochemical, fluorescence, uHTS; Q2TB90; recombinant HKDC1, G6PDH/diaphorase resazurin coupled fluorescence; inhibition, % at 20 µM; 340,000 tested, 0.16% active; AID 493160, 2011;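 active means inhibition above about 35% when tested at 20 µM, limit read from the data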;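 further: plate controls were DMSO wells with enzyme for no effect and DMSO wells lacking enzyme for full effect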
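Material – in-house recombinant HK5 (HKDC1) enzyme · Quantity – HKDC1 at 5 µg/mL · Buffer or medium – pH 8.0 Tris buffer with 10 mM MgCl2 · Reagent – glucose with 1 mM ATP · Dosing – single 20 µM dose · Times – reaction time 90 min, room temperature, protected from light · Technique – resorufin fluorescence at 613 nm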
SENP8 inh: human SENP8 protease inhibitors, primary screen, biochemical, fluorescence, Nedd8 protein substrate, uHTS; Sentrin-specific protease 8 (Homo sapiens), Q96LD8; recombinant SENP8; inhibition, % at 20 µM; 360,000 tested, 0.64% active; AID 602440, 2012; in the data active means inhibition mostly above about 40%, no sharp cut-off; inactive means mostly below about 27%
Target sequence (Q96LD8 whole entry, looked up): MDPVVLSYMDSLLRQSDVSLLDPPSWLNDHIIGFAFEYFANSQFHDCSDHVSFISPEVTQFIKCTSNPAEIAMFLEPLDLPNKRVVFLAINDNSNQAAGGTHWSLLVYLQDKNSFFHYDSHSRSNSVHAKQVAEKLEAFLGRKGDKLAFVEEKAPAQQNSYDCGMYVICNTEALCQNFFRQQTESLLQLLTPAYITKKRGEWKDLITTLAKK
GRIN3A LBD mod: binders of NR3A ligand-binding domain, primary screen, biophysical, differential scanning fluorimetry, uHTS; Glutamate receptor ionotropic, NMDA 3A (GRIN3A) ligand-binding domain; NR3A LBD differential scanning fluorimetry, Tm shift; 0% = protein alone, 100% = glycine-bound protein; Tm shift relative to glycine control, % at 25 µM; 340,000 tested, 2.5% active;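 active means melting temperature shift of at least 10% of the positive control shift, at one fixed dose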
ATG4B inh: ATG4B protease inhibitors, primary screen, biochemical, fluorescence, uHTS | ATG4B cleavage of LC3-PLA2, NBD-HPC fluorescence, 1 h | inhibition, % at 8.33 µM | 340,000 tested, 0.51% active | AID 504462, 2011; in the data active means inhibition above about 40%
Target sequence (Q9Y4P1 whole entry, looked up): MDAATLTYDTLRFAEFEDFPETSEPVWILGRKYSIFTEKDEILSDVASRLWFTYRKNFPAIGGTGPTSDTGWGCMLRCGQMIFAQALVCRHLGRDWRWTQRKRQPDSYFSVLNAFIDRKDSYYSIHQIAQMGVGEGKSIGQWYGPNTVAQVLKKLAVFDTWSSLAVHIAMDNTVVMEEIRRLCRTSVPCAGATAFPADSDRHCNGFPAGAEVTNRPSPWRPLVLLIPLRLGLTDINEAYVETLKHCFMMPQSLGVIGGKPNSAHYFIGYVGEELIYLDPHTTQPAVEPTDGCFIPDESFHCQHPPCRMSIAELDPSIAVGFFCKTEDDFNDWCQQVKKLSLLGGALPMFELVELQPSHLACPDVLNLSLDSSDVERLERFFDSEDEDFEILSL
* hit, by the source's call.

Sample of the layout, 6 compounds:
Cc1cccc(CCNS(=O)(=O)c2ccc3c(c2)NC(=O)C(C)S3)c1 (stereo unspecified) was read as PfG6PD inh 4, MPTP inh 1.2, SENP7 block 9, SENP6 inh 5, HKDC1 inh 1, SENP8 inh -5, GRIN3A LBD mod -3 and ATG4B inh -16.
For O=C(c1cccs1)N(Cc1ccc(Cl)cc1)C1CCS(=O)(=O)C1 (stereo unspecified) the results were PfG6PD inh -12, MPTP inh -1.8, SENP7 block 0, SENP6 inh 11, HKDC1 inh -6, SENP8 inh 5, GRIN3A LBD mod 1 and ATG4B inh -1.
For COC(=O)c1ccc(CNC(=O)C2CCC(=O)N(Cc3cccc(F)c3)C2)cc1 (stereo unspecified) the results were PfG6PD inh 3, MPTP inh -0.2, SENP7 block 14, SENP6 inh -17, HKDC1 inh 3, SENP8 inh 3, GRIN3A LBD mod -1 and ATG4B inh 7.
Screening CC(=O)N1CCN(C(=O)c2ccco2)CC1 returned PfG6PD inh -4, MPTP inh 0.5, SENP7 block -9, SENP6 inh 2, HKDC1 inh -5, SENP8 inh 4, GRIN3A LBD mod 2 and ATG4B inh -12.
C=CCC1c2cccc(C(=O)O)c2C(=O)N1c1ccc(Cl)cc1 (stereo unspecified) was read as PfG6PD inh -8, MPTP inh -0.6, SENP7 block 3, SENP6 inh 0, HKDC1 inh 2, SENP8 inh 12, GRIN3A LBD mod -2 and ATG4B inh 0.
`O=C(Cc1ccc(Cl)cc1)Nc1ccc(-c2nnc(-c3ccco3)o2)cc1` gave PfG6PD inh -1, MPTP inh 28, SENP7 block -5, SENP6 inh -3, HKDC1 inh 1, SENP8 inh -321, GRIN3A LBD mod 13* and ATG4B inh -6.

The list itself, from the first entry:
Cc1cccc(CCNS(=O)(=O)c2ccc3c(c2)NC(=O)C(C)S3)c1 (stereo unspecified) was read as PfG6PD inh 4, MPTP inh 1.2, SENP7 block 9, SENP6 inh 5, HKDC1 inh 1, SENP8 inh -5, GRIN3A LBD mod -3 and ATG4B inh -16.
For O=C(c1cccs1)N(Cc1ccc(Cl)cc1)C1CCS(=O)(=O)C1 (stereo unspecified) the results were PfG6PD inh -12, MPTP inh -1.8, SENP7 block 0, SENP6 inh 11, HKDC1 inh -6, SENP8 inh 5, GRIN3A LBD mod 1 and ATG4B inh -1.
For COC(=O)c1ccc(CNC(=O)C2CCC(=O)N(Cc3cccc(F)c3)C2)cc1 (stereo unspecified) the results were PfG6PD inh 3, MPTP inh -0.2, SENP7 block 14, SENP6 inh -17, HKDC1 inh 3, SENP8 inh 3, GRIN3A LBD mod -1 and ATG4B inh 7.
Screening CC(=O)N1CCN(C(=O)c2ccco2)CC1 returned PfG6PD inh -4, MPTP inh 0.5, SENP7 block -9, SENP6 inh 2, HKDC1 inh -5, SENP8 inh 4, GRIN3A LBD mod 2 and ATG4B inh -12.
C=CCC1c2cccc(C(=O)O)c2C(=O)N1c1ccc(Cl)cc1 (stereo unspecified) was read as PfG6PD inh -8, MPTP inh -0.6, SENP7 block 3, SENP6 inh 0, HKDC1 inh 2, SENP8 inh 12, GRIN3A LBD mod -2 and ATG4B inh 0.
`O=C(Cc1ccc(Cl)cc1)Nc1ccc(-c2nnc(-c3ccco3)o2)cc1` gave PfG6PD inh -1, MPTP inh 28, SENP7 block -5, SENP6 inh -3, HKDC1 inh 1, SENP8 inh -321, GRIN3A LBD mod 13* and ATG4B inh -6.
O=C(Nc1cccc(Oc2ccc3c(c2)C(=O)NC3=O)c1)c1cccs1 was read as PfG6PD inh 7, MPTP inh 2.1, SENP7 block 1, SENP6 inh 17, HKDC1 inh -2, SENP8 inh 12, GRIN3A LBD mod -10 and ATG4B inh -5.
Screening O=C(C1=C[C@@H](C2CC2)C[C@@H](OCCCCO)O1)N1CCOCC1 returned PfG6PD inh -1, MPTP inh -0.2, SENP7 block -7, SENP6 inh -1, HKDC1 inh 3, SENP8 inh 18, GRIN3A LBD mod -3 and ATG4B inh -1.
`Cc1ccc2c(C)c(C(=O)N(C)C(C)c3ccncn3)oc2c1C` (stereo unspecified) gave PfG6PD inh 1, MPTP inh 1.0, SENP7 block 0, SENP6 inh -5, HKDC1 inh -14, SENP8 inh 11, GRIN3A LBD mod -16 and ATG4B inh -8.
For CNC(=O)c1ccsc1NC(=O)c1sc2ccccc2c1Cl the results were PfG6PD inh -2, MPTP inh 1.3, SENP7 block 23, SENP6 inh 19, HKDC1 inh 4, SENP8 inh -100, GRIN3A LBD mod -7 and ATG4B inh -7.
`Cc1ccc2nc(-c3ccc(-c4cccc(Cl)c4)cc3)c(NCc3ccccc3)n2c1` gave PfG6PD inh 8, MPTP inh 3.2, SENP7 block 6, SENP6 inh -21, HKDC1 inh 0, SENP8 inh -492, GRIN3A LBD mod -6 and ATG4B inh 9.
Cc1cc(S(=O)(=O)N(Cc2ccc(C(C)(C)C)cc2)Cc2cccs2)ccc1-n1cnnn1 was read as PfG6PD inh 24, MPTP inh 8.1, SENP7 block -4, SENP6 inh -42, HKDC1 inh -1, SENP8 inh 8, GRIN3A LBD mod -1 and ATG4B inh -5.
CCOC(=O)CSC1=NC(=O)/C(=C/c2ccc(Br)cc2)S1 was read as PfG6PD inh 20, MPTP inh 44, SENP7 block 38, SENP6 inh 40, HKDC1 inh 16, SENP8 inh 11, GRIN3A LBD mod -15 and ATG4B inh -4.
`O=C(CNC(=O)c1ccccc1)OCC(=O)N1N=C(c2ccc(Cl)cc2)CC1c1ccco1` (stereo unspecified) gave PfG6PD inh 6, MPTP inh 0.5, SENP7 block 0, SENP6 inh 5, HKDC1 inh -15, SENP8 inh 2, GRIN3A LBD mod 0 and ATG4B inh 0.
Screening CCN1CCN(C(=S)c2ccc(Br)cc2)CC1 returned PfG6PD inh 59, MPTP inh -0.4, SENP7 block -2, SENP6 inh -9, HKDC1 inh -10, SENP8 inh 9, GRIN3A LBD mod 6 and ATG4B inh -3.
Cc1ccc(-c2c(C(=O)N/N=C/c3ccc(C)o3)nnn2-c2nonc2N)cc1 was read as PfG6PD inh 79*, MPTP inh -2.2, SENP7 block 5, SENP6 inh -13, HKDC1 inh 1, SENP8 inh -110, GRIN3A LBD mod -4 and ATG4B inh -2.
For CC(COc1ccccc1)N1CCC(CO)(CCc2ccccc2)CC1 (stereo unspecified) the results were PfG6PD inh -19, MPTP inh 0.9, SENP7 block 0, SENP6 inh -7, HKDC1 inh 11, SENP8 inh 3, GRIN3A LBD mod -2 and ATG4B inh 12.
Screening COc1ccc(-c2nc(N)ncc2Oc2ccccc2Br)c(O)c1 returned PfG6PD inh -5, MPTP inh 3.0, SENP7 block -6, SENP6 inh -13, HKDC1 inh 3, SENP8 inh 17, GRIN3A LBD mod -3 and ATG4B inh -7.
COC(=O)c1sccc1NC(=O)c1cccc(Cl)c1 was read as PfG6PD inh 20, MPTP inh 4.2, SENP7 block 2, SENP6 inh 1, HKDC1 inh 2, SENP8 inh -2, GRIN3A LBD mod 5 and ATG4B inh -2.
O=C1CC2CC1C(C(=O)O)C2C(=O)O (stereo unspecified) was read as PfG6PD inh 0, MPTP inh -0.9, HKDC1 inh -1, SENP8 inh 17, GRIN3A LBD mod 0 and ATG4B inh 0.
For COc1ccccc1-c1nnc(SCC(=O)NNC(=O)c2ccccc2F)n1C the results were PfG6PD inh 3, MPTP inh -0.6, SENP7 block 6, SENP6 inh -15, HKDC1 inh -1, SENP8 inh 8, GRIN3A LBD mod 2 and ATG4B inh -5.
COc1ccc(N2CCOCC2)c(NC(=O)c2ccc3c(c2)OCO3)c1 was read as PfG6PD inh -6, MPTP inh -0.2, SENP7 block -3, SENP6 inh -8, HKDC1 inh -5, SENP8 inh 5, GRIN3A LBD mod -4 and ATG4B inh -2.
For O=C(C1COc2ccccc2O1)N1CCN(c2ccccc2F)CC1 (stereo unspecified) the results were PfG6PD inh -6, MPTP inh 0.3, SENP7 block 5, SENP6 inh -4, HKDC1 inh -6, SENP8 inh 12, GRIN3A LBD mod 0 and ATG4B inh -3.
For CC(NC(=O)c1ccccc1NC(=O)c1ccco1)C(=O)O (stereo unspecified) the results were PfG6PD inh 5, MPTP inh 1.8, SENP7 block -2, SENP6 inh -7, HKDC1 inh -4, SENP8 inh 19, GRIN3A LBD mod 3 and ATG4B inh -6.
Screening Cc1cc(-n2c(C)cc(C(=O)CN3C(=O)NC4(CCCCCC4)C3=O)c2C)no1 returned PfG6PD inh -2, MPTP inh -0.3, SENP7 block -11, SENP6 inh 1, HKDC1 inh -4, SENP8 inh 17, GRIN3A LBD mod 2 and ATG4B inh 0.
Screening CCCCCCCC(=O)N/N=C(\C)c1cccnc1 returned PfG6PD inh 4, MPTP inh -0.1, SENP7 block 10, SENP6 inh 7, HKDC1 inh 3, SENP8 inh 16, GRIN3A LBD mod 0 and ATG4B inh -9.
`O=C(NCCCN1CCCC1=O)c1c(O)nc2ccccn2c1=O` gave PfG6PD inh 13, MPTP inh 2.8, SENP7 block -1, SENP6 inh -4, HKDC1 inh -2, SENP8 inh -341, GRIN3A LBD mod 0 and ATG4B inh -2.
CCc1ccc(C2NC(=O)c3ccccc3O2)cc1 (stereo unspecified) was read as PfG6PD inh -1, MPTP inh -0.7, SENP7 block 3, SENP6 inh -12, HKDC1 inh -1, SENP8 inh 11, GRIN3A LBD mod 0 and ATG4B inh 24.
For CCCCn1c(-c2nonc2NC(=O)c2ccccc2Cl)nc2ccccc21 the results were PfG6PD inh 10, MPTP inh 7.5, HKDC1 inh -7, SENP8 inh -202, GRIN3A LBD mod 0 and ATG4B inh -3.
Screening Nc1c(C(=O)c2ccccc2)sc2nsc(SCCN3CCCC3)c12 returned PfG6PD inh 9, MPTP inh 5.9, SENP7 block -3, SENP6 inh -12, HKDC1 inh 6, SENP8 inh 44*, GRIN3A LBD mod 3 and ATG4B inh -5.
`O=C(NCC1CCCO1)c1cccc(Oc2ccccc2)c1` (stereo unspecified) gave PfG6PD inh 3, MPTP inh 1.0, SENP7 block -5, SENP6 inh -6, HKDC1 inh -8, SENP8 inh 3, GRIN3A LBD mod 2 and ATG4B inh -2.
For CCOC(=O)Cc1csc(NC(=O)c2cc(=O)c3ccccc3o2)n1 the results were PfG6PD inh 2, MPTP inh 3.0, SENP7 block 7, SENP6 inh -3, HKDC1 inh 1, SENP8 inh 20, GRIN3A LBD mod -2 and ATG4B inh -1.
For COc1ccccc1CN(C)CC(=O)Nc1ccc(Cl)cc1C(F)(F)F the results were PfG6PD inh 9, MPTP inh 0.4, SENP7 block 7, SENP6 inh -3, HKDC1 inh -1, SENP8 inh 3, GRIN3A LBD mod 2 and ATG4B inh 37.
CCOC(=O)C1(C)/C(=N/Nc2ccc(Cl)cc2)C(=O)C(=O)N1c1ccccc1 (stereo unspecified) was read as PfG6PD inh -6, MPTP inh 3.0, SENP7 block 5, SENP6 inh -1, HKDC1 inh 4, SENP8 inh 19, GRIN3A LBD mod 2 and ATG4B inh 30.
`O=C(CSc1nc2ccccc2c(=O)[nH]1)N1CCOCC1` gave PfG6PD inh 13, MPTP inh -0.6, SENP7 block 8, SENP6 inh -12, HKDC1 inh -10, SENP8 inh 11, GRIN3A LBD mod -4 and ATG4B inh 1.
`COc1cccc(C2c3c(-c4ccccc4)n[nH]c3C(=O)N2c2ccc(C(=O)O)cc2)c1` (stereo unspecified) gave PfG6PD inh -8, MPTP inh 0.1, SENP7 block 6, SENP6 inh -3, HKDC1 inh 5, SENP8 inh 14, GRIN3A LBD mod 0 and ATG4B inh -1.

Compounds as they come; about 6.9% have a hit in one of these screens.
